14-3-3g Raf: modulators of 14-3-3 gamma protein binding, primary screen, biochemical, fluorescence polarization | inhibition, % at 40 µM | FP, 14-3-3gamma / TMR-pS259-Raf peptide binding | AID 422, 2006 | 160,000 tested, 0.19% active | 14-3-3 protein gamma (Homo sapiens), P61981; in the data active means inhibition above about 30%;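 further: 0% = protein plus tracer without compound and 100% = blank with tracer alone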
Target sequence (P61981 whole entry, looked up): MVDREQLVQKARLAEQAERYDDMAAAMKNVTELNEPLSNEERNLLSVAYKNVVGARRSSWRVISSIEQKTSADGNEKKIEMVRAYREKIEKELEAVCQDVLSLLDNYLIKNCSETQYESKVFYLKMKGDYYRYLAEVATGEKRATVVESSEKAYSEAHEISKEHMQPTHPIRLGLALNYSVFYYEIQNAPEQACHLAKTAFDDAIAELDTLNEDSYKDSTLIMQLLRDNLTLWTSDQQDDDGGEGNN
Active calls of the source: *; & = joins results of further samples. Only part of the results is shown; rates above refer to the full screens.

SMILES	14-3-3g Raf
Cn1c2ccccc2c2c(C(=O)N3CCC4(CC3)OCCO4)cn(C3CCCCC3)c(=O)c21	0
CCn1c(=O)cc(SCC(=O)N2CCC3(CC2)OCCO3)c2ccccc21	-1
CC(=NCCN1CCOCC1)c1c(O)n(C2CCCCC2)c(=O)[nH]c1=O	-1
COCC#CCN1CCN(C)CC1	13
CN(C)c1ccc(NC(=O)CN2C(=O)CN=C(c3ccccc3)c3ccccc32)cc1	2
CCOC(=O)C1C2NC(=S)N(c3ccc(Cl)cc3)C1(C)Oc1ccc(OC)cc12 (stereo not drawn)	1
Cc1cc(OCC(=O)Nc2ccc3c(C(F)(F)F)cc(=O)oc3c2)cc(C)c1Cl	1
CCC(=O)N1c2ccc(S(=O)(=O)CCC(=O)N3CCC4(CC3)OCCO4)cc2CC1C (stereo not drawn)	-2
O=P(C(c1c[nH]c2ccccc12)N1CCOCC1)(N1CCOCC1)N1CCOCC1 (stereo not drawn)	-16
CCCCOC(=O)c1c(N)n(Cc2ccc(F)cc2)c2nc3ccccc3nc12	-18
O=C(CN1C(=O)CN=C(c2ccccc2)c2ccccc21)NCC1CCCO1 (stereo not drawn)	15
CC(=NCc1ccco1)c1c(O)n(Cc2ccccc2)c(=O)[nH]c1=O	-6
Cn1c(C(=O)O)c(CC(=O)N2CCN(Cc3ccc4c(c3)OCO4)CC2)c2ccccc21	-4
COc1ccc(CCNCc2ccco2)cc1	0
CC(N)C(=O)OC(C)(C)Cc1ccc(Cl)cc1 (stereo not drawn)	-4
C[C@H]1C2Cc3ccc(O)cc3C1(C)CCN2CC1CC1 (stereo partly drawn)	-3
COc1ccc(-n2c(=O)[nH]c3cc(OC)c(OC)cc3c2=O)cc1	-9
O=C1NC(=O)C2(C(=O)N1)C(c1cccs1)NC(=S)NC2c1cccs1 (stereo not drawn)	-6
CCC12CN3CCN(CC(C3)/C1=N\O)C2	-3
Cc1cc(OCC(=O)c2ccc(Br)cc2)c2c3c(c(=O)oc2c1)CCC3	-9
CCCC12CN3CCN(CC(C3)C1O)C2 (stereo not drawn)	5
Cc1cc(C)cc(-n2c(C=Cc3ccc(F)cc3)nc3ccccc3c2=O)c1	0
CCN(C(C)=O)c1ccc(C(O)(C(=O)OC)C(F)(F)F)cc1 (stereo not drawn)	1
O=c1cccc2n1CC1CC2CN(Cc2ccc3c(c2)OCO3)C1 (stereo not drawn)	0
C[N+]1(C)[C@@H]2CC(OC(=O)[C@H](CO)c3ccccc3)C[C@H]1[C@@H]1O[C@@H]12 (stereo partly drawn)	-5

(listing goes on)
SMILES	14-3-3g Raf
CC(C)C(=O)c1cn(Cc2ccccc2C#N)c2ccccc12	-5
C=CCN1C(=O)C2(C(C(=O)OCC)=C(N)Oc3ccccc32)c2c1c1ccccc1oc2=O (stereo not drawn)	5
COC(=NC1CCCC1)C(O)c1c[nH]c2ccccc12 (stereo not drawn)	-7
COc1ccc(NC(=O)CN2C(=O)C(C)N=C(c3ccccc3)c3ccccc32)c(OC)c1 (stereo not drawn)	-4
CCN1CCC2(CCNC2)C1 (stereo not drawn)	0
Nc1ccc2c(c1)C13CCN4CC5=CCOC6CC(=O)N2C1C6C5CC43 (stereo not drawn)	3
O[C@@H]1CCCC[C@H]1N1CCC(c2ccccc2)CC1	-4
COc1ccc(C2(CN)CCCC2)cc1OC	-7
O=c1c2ccccc2nc(C=Cc2cccc(Br)c2)n1-c1cccc([N+](=O)[O-])c1	2
O=C(Nc1ccc(Cl)cc1C(=O)c1ccccc1)c1ccc(Br)cc1	6
O=C(CCNS(=O)(=O)c1ccccc1)Nc1ccc(Br)cc1C(=O)c1ccccc1	0
Nc1ccccc1C(=O)OCCOc1ccccc1	-3
O=C1CN=C(c2ccc(Cl)cc2)c2oc3ccccc3c2N1	4
O=C(CN1C(=O)CN=C(c2ccccc2)c2cc(Cl)ccc21)Nc1ccccc1C(F)(F)F	-3
CCCN1CCc2cc(O)cc3c2[C@H]1Cc1ccc(O)c(O)c1-3	29
CCCCN1C(=O)NC(=O)C2(Cc3cc(C)ccc3N(C)C2)C1=O (stereo not drawn)	-2
OCCN1C2CCC1CC(O)(c1ccc(F)cc1)C2 (stereo not drawn)	-3
Cc1ccc(N2C(=O)CC(=O)NC2=S)cc1	-99
COc1ccc(CC(=O)N2CCN(C)CC2)cc1	-1
COc1ccc(CCNCc2ccccn2)cc1OC	-1
O=C(Nc1ccccn1)c1c(O)c2ccccc2n(Cc2ccccc2)c1=O	-6
CC(=NCCCn1ccnc1)c1c(O)n(C)c(=O)n(C)c1=O	3
COc1ccc(Cn2c(O)c(C=NCCCn3ccnc3)c(=O)[nH]c2=O)cc1	-7
COC(=O)C1C(=O)NC2(C)CC1c1cccc(OC)c1O2 (stereo not drawn)	-8
CC(=NCCCN1CCOCC1)c1c(O)n(-c2ccccc2C)c(=O)[nH]c1=O	-6

More records follow:
SMILES	14-3-3g Raf
Cc1[nH]c2ccccc2c1CCNCC(C)(C)C	-7
Cc1ccc(-n2c(C=Cc3cc(Br)cs3)nc3ccccc3c2=O)cc1	-7
CNC(=O)ON(C(=O)NC)C1N(C)C(=S)SC1(C)C (stereo not drawn)	-8
C#CC1(C)CCC2C(O1)c1ccccc1OC2(C)C (stereo not drawn)	0
Cc1ccc(C2N(c3cc(C)on3)C(=O)C3CCCN32)cc1 (stereo not drawn)	1
O=[N+]([O-])c1cc(F)c(N2CCCCCC2)cc1N1CCNCC1	2
O=C(O)C1C2c3ccccc3C(c3ccccc32)C1C(=O)NCCO (stereo not drawn)	-8
O=C1CN=C(c2ccc(F)cc2)c2oc3ccccc3c2N1	-4
Cc1ccc(C)c(CN2C(=O)CN=C(c3ccccc3)c3ccccc32)c1	0
Cc1c(C(c2ccccc2)c2c(O)c3ccccc3oc2=O)c(=O)n(-c2ccccc2)n1C (stereo not drawn)	-2
O=C1C2CCN(CC2)C1Cc1ccccc1O (stereo not drawn)	-1
CCc1ccc(CN2CCN(Cc3cc(Br)ccc3O)CC2)cc1	1
O=[N+]([O-])CC(c1ccc(F)cc1)c1c(-c2ccccc2)[nH]c2ccccc12 (stereo not drawn)	-4
CCCC1C(c2ccccc2)NC(c2ccccc2)CC1(O)c1ccc(F)cc1 (stereo not drawn)	-1
CN=C(SCc1ccccc1)c1c(O)n(C)c(=O)n(C)c1=O	0
O=C(c1ccccc1)c1cc(Cl)ccc1NC(=O)c1ccc(Cl)cc1[N+](=O)[O-]	9
O=C1CC(=O)N(c2ccc3c(c2)OCO3)C(=O)N1	-3
O=P(O)(O)COc1ccccc1O	-8
CCCN1CCO[C@@H]2c3cc(O)ccc3OC[C@H]21	0&6
CCC1(C)N2CC3(C)CN1CC(C)(C2)C3=O (stereo not drawn)	-2
Nc1nnc(CCN2CCCCC2)s1	-4
COc1ccc(CN2CCN(c3ccccc3)CC2)c(C)c1C	-6
CCOC(=O)C1C2NC(=O)N(c3cc(C)cc(C)c3)C1(C)Oc1c(OC)cccc12 (stereo not drawn)	-5
C#CCN1CCCC2(CCOC(C)(CC)C2)C1 (stereo not drawn)	-1
O=C(CN1C(=O)CN=C(c2ccccc2)c2ccccc21)Nc1ccccc1C(F)(F)F	13

More structures:
SMILES	14-3-3g Raf
COCc1cc(C2SCC(=O)Nc3c2c(=O)[nH]n3C(C)C)ccc1OC (stereo not drawn)	3
CC(C)(C)c1cc(C(C)(C)C)c2c(c1)C(O)(C(F)(F)F)C(=O)O2 (stereo not drawn)	-14
CCCCNC(=O)CN1C(=O)C(C)N=C(c2ccccc2)c2ccccc21 (stereo not drawn)	-5
CN1CCC(N(C)c2ncnc3ccc(Br)cc23)CC1	-2
C[n+]1noc(/N=C(/[O-])C(F)(F)F)c1-c1ccccc1	0
C=CCn1c(O)c(C=Nc2ccc(OC)cc2C)c(=O)[nH]c1=O	-9
CC(=O)Nc1ccc(Br)cc1C(=O)c1ccccc1	-12
CCOC(=O)C1=C(NC(=O)Cc2ccccc2)c2ccccc2CC12CCCC2	-4
CCOc1ccc(N2C(=O)CC(=O)NC2=O)cc1	-10
COc1cccc(-n2c(C)nc3ccccc3c2=O)c1	-3
Nc1ccccc1C(=O)c1ccccc1	4
CCc1nc2ccccc2c(=O)n1-c1cccc([N+](=O)[O-])c1	-16
O=C(C(Cc1ccccc1)NS(=O)(=O)c1cccc2nsnc12)N1CCC2(CC1)OCCO2 (stereo not drawn)	-4
COc1ccccc1CCNCc1ccccc1C	0
CN1CCc2c(c(N3CCCCC3)nc3n[nH]c(N)c23)C1	5
Cc1ccc(N2C(=O)CC(=O)NC2=S)c(C)c1	-40
Cc1cc(N2CCN(C)CC2)ncn1	-5
CCC(C)n1[nH]c(=O)c2c1NC(=O)CSC2c1ccccc1 (stereo not drawn)	-1
O=C(Cn1c(=O)c(C(F)(F)F)nc2ccccc21)N1CCC2(CC1)OCCO2	2
CCCC(C)(COC(N)=O)COC(=O)NC(C)C (stereo not drawn)	3&-5
Cc1ccc(OCC(=O)N2CCN(Cc3ccc(F)cc3)CC2)cc1	-2
O=[N+]([O-])c1ccc(N2CCNCC2)cc1NC1CC1	-1
CCCC1=C(C(=O)OCC)C2(C(=O)Nc3ccc(Br)cc32)C(C(=O)OCc2ccccc2)=C(N)O1 (stereo not drawn)	-6
CCC(C)C1N=C(c2ccccc2)c2cc(Cl)ccc2N(CC(=O)NCCC(C)C)C1=O (stereo not drawn)	4
CC(C)c1cccc(C(C)C)c1OCCn1ccnc1	-1

Some of these compounds in order of number of heavy atoms, descending.
SMILES	14-3-3g Raf
CCCC1=C(C(=O)OCC)C2(C(=O)Nc3ccc(Br)cc32)C(C(=O)OCc2ccccc2)=C(N)O1 (stereo not drawn)	-6
O=C(C(Cc1ccccc1)NS(=O)(=O)c1cccc2nsnc12)N1CCC2(CC1)OCCO2 (stereo not drawn)	-4
CCC(C)C1N=C(c2ccccc2)c2cc(Cl)ccc2N(CC(=O)NCCC(C)C)C1=O (stereo not drawn)	4
CCOC(=O)C1=C(NC(=O)Cc2ccccc2)c2ccccc2CC12CCCC2	-4
O=C(Cn1c(=O)c(C(F)(F)F)nc2ccccc21)N1CCC2(CC1)OCCO2	2
CCCCNC(=O)CN1C(=O)C(C)N=C(c2ccccc2)c2ccccc21 (stereo not drawn)	-5
COCc1cc(C2SCC(=O)Nc3c2c(=O)[nH]n3C(C)C)ccc1OC (stereo not drawn)	3
Cc1ccc(OCC(=O)N2CCN(Cc3ccc(F)cc3)CC2)cc1	-2
CC(C)(C)c1cc(C(C)(C)C)c2c(c1)C(O)(C(F)(F)F)C(=O)O2 (stereo not drawn)	-14
CCC(C)n1[nH]c(=O)c2c1NC(=O)CSC2c1ccccc1 (stereo not drawn)	-1
CN1CCc2c(c(N3CCCCC3)nc3n[nH]c(N)c23)C1	5
CN1CCC(N(C)c2ncnc3ccc(Br)cc23)CC1	-2
C[n+]1noc(/N=C(/[O-])C(F)(F)F)c1-c1ccccc1	0
CCOc1ccc(N2C(=O)CC(=O)NC2=O)cc1	-10
Cc1ccc(N2C(=O)CC(=O)NC2=S)c(C)c1	-40
Nc1ccccc1C(=O)c1ccccc1	4
Cc1cc(N2CCN(C)CC2)ncn1	-5

Continuation:
SMILES	14-3-3g Raf
CCC(C)NC(=O)CN1C(=O)CN=C(c2ccccc2Cl)c2cc(Cl)ccc21 (stereo not drawn)	-5
Cc1ccc(C2CC(=O)C(C=NCCN3CCN(C(=O)Cc4ccccc4)CC3)=C(O)C2)cc1 (stereo not drawn)	-8
Cc1ccc(OCC(=O)N2CCN(CC3CC4C=CC3C4)CC2)cc1 (stereo not drawn)	-1
Cc1c(N=Cc2c(O)n(Cc3ccco3)c(=O)[nH]c2=O)c(=O)n(-c2ccccc2)n1C	-10
c1ccc2c(NC3=NCCS3)cccc2c1	9
CC(c1ccccc1)n1cncc1C(=O)N1CCCC1=O (stereo not drawn)	-2
CC(=O)C1(c2ccccc2)CCNCC1	8
CC(C)C(=O)N1CCN(CCN=Cc2c(O)n(C)c(=O)n(C)c2=O)CC1	-7
CCCCc1nc2ccccc2c(=O)n1-c1ccccc1	-13
CCCCSP1(=S)NCCCO1 (stereo not drawn)	-1
CN1CCc2nc(SCc3cccc(Cl)c3)c(C#N)cc2C1	-20
Nc1nonc1NC(=O)COC1CN2CCC1CC2 (stereo not drawn)	-19
O=C(CNS(=O)(=O)c1ccc(Br)s1)N1CCC2(CC1)OCCO2	-8
COc1ccc(/C(O)=C2\C(=O)C(=O)OC23C(=O)NC(=O)NC3=O)cc1	-2
COc1ccc(C2SCC(=O)Nc3c2c(=O)[nH]n3C2CCCC2)cc1OC (stereo not drawn)	-4
O=C(O)CSc1cc(Cl)c2nonc2c1[N+](=O)[O-]	-22
COc1ccc(OC)c(C(O)C(C)N)c1 (stereo not drawn)	-7&0
COc1ccccc1NC(=O)CN1C(=O)CN=C(c2ccccc2)c2ccccc21	15
COc1ccc(OC)c(NC(=O)CN2C(=O)CN=C(c3ccccc3Cl)c3cc(Cl)ccc32)c1	-4
CN(C)[C@@H]1C(=O)C(C(N)=O)=C(O)[C@@]2(O)C(=O)C3=C(O)c4c(O)cccc4[C@@](C)(O)[C@H]3[C@H](O)[C@@H]12	-28
CCC(C(=O)Nc1ccc(C(C)C)cc1)N1C(=O)CN=C(c2ccccc2)c2ccccc21 (stereo not drawn)	1
O=c1[nH]c(=O)n(C2CCCCC2)c(O)c1C1NCCc2ccccc21 (stereo not drawn)	4
c1ccc(C(c2ccccc2)C2CCNCC2)cc1	6
O=P(OCC(F)(F)C(F)F)(N1CCOCC1)N1CCOCC1	-6
Cc1nc2ccccc2c(=O)n1-c1ccccn1	-6

(listing goes on)
SMILES	14-3-3g Raf
Cc1ccc(C2C(S(C)(=O)=O)=C(O)C(=O)N2c2ccccc2)cc1 (stereo not drawn) (tested in a mixture with another compound)	-3
O=c1c2ccccc2[nH]c(=S)n1-c1ccc(F)cc1	-9
CCC(=NCc1ccco1)c1c(O)n(C2CCCCC2)c(=O)[nH]c1=O	-5
ClC1=C(Cl)C2(Cl)C3COCOCC3C1(Cl)C2(Cl)Cl (stereo not drawn)	8
CCC(=NCCCN(C)C)c1c(O)n(-c2ccc(OC)cc2)c(=O)[nH]c1=O	-8
Cn1c(O)c(C=NCc2ccco2)c(=O)n(C)c1=O	5
C=CCn1c(O)c(C=NCCN(C)C)c(=O)[nH]c1=O	-5
O=C1C2CCCC1C(N1CCCC1)CC2 (stereo not drawn)	-11
Cc1[nH]c2ccc(F)cc2c1CCN	-1
O=C(Cc1ccccc1)Oc1cccc(N2C(=O)CCC2=O)c1	-1
